High-throughput results (PubChem)
Pin1 inhibitor: blocks the human prolyl isomerase Pin1; Pin1 FP peptide displacement, HiFluor488, 10 min; Potency, µM (top dose mostly 115 µM), for inactives: at the top dose activity, negative = inhibition, most hits filed as inhibitors; 0.009% of 390,000 active; AID 504891; active = well fitted inhibition curve with a large enough effect in the polarisation, with a control signal flat, not every such curve was filed as active; inconclusive = small, poorly fitted or top-dose-only effect, or effect the other way, or a change in a side signal; inactive = no such curve, though single readings can be large or run the other way; the % refers to the polarisation; also: potency is read from the fitted curve at half-maximal effect; % is scaled to controls: 0 for no effect and ±100 for the full control effect
Target sequence (Q13526 whole entry, looked up): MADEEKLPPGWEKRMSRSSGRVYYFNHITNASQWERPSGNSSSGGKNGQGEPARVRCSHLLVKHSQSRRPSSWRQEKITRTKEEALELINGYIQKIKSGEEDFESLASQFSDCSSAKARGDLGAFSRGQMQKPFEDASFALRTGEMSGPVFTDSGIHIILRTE
TrxR1 substrate: is turned over as a substrate by rat TrxR1. 0.01% of 390,000 active. O89049. purified TrxR1 substrate turnover, NADPH consumption readout. Potency, µM (top dose mostly 114 µM), without a hit: at the highest dose activity change, negative = substrate turnover; also: potency is read from the fitted curve at half-maximal effect; % is scaled to controls: 0 for no effect and ±100 for the full control effect; nearly all actives have a fitted effect of over 50% in size
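Rat TrxR1, dispensed at 90 nM, was prereduced with 400 uM NADPH (final) for 5 min at ~22 deg C, then incubated with compound 15 min before 400 uM selenite. A first-read NADPH fluorescence drop versus no-compound background flagged substrates.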
USP1-UAF1 inh: blocks the human USP1/UAF1 deubiquitinase complex. O94782. recombinant USP1/UAF1, Ub-Rhodamine cleavage fluorescence. Potency, µM (series often up to 57.1 µM), for inactives: at the top dose activity change, negative = inhibition, most hits filed as inhibitors. 0.23% of 390,000 active. AID 743255; also: potency is read from the fitted curve at half-maximal effect; % is scaled to controls: 0 for no effect and ±100 for the full control effect; nearly all actives have a fitted effect of over 60% in size; inactives centre near -12
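In this screen, compounds sit with the deubiquitinase complex (1nM) for 15 min at room temperature before Ub-Rho is added at 150nM final. Fluorescence rise is then followed for 6 reads every 60 seconds.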
HP1b binding inh: blocks HP1-beta chromodomain binding to methylated histone tails; P83916; AlphaScreen HP1-beta / biotin-H3K9me3 peptide binding; Potency, µM (highest dose often 114 µM), inactives show at the top dose activity change, negative = inhibition, most hits filed as inhibitors; 0.56% of 390,000 active; also: potency is read from the fitted curve at half-maximal effect; nearly all actives have a fitted effect of over 70% in size; inactives centre near 23
Target sequence (P83916 whole entry, looked up): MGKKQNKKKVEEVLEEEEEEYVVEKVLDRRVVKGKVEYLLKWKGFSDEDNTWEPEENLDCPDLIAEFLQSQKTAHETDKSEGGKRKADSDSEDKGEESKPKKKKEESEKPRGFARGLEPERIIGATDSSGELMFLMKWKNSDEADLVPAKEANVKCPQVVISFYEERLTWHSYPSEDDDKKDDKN
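HP1-beta protein (50 nM final) preincubated 30 min at room temperature with biotinylated H3(1-18)K9me3 peptide (50 nM) in PBS pH 7.4, 0.01% Tween-20, then compound added for 30 min. AlphaScreen streptavidin donor/nickel chelate acceptor beads (10 ug/mL final), 30 min dark, luminescence read.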
GLS inh: blocks human kidney-isoform glutaminase activity. GLS enzymatic activity, qHTS titration. Potency, µM (doses to about 45.5 µM), for the others: at the top dose activity change, negative = inhibition, most hits filed as inhibitors. 0.21% of 410,000 active; also: potency is read from the fitted curve at half-maximal effect; % is scaled to controls: 0 for no effect and ±100 for the full control effect
Target sequence (O94925 whole entry, looked up, canonical isoform): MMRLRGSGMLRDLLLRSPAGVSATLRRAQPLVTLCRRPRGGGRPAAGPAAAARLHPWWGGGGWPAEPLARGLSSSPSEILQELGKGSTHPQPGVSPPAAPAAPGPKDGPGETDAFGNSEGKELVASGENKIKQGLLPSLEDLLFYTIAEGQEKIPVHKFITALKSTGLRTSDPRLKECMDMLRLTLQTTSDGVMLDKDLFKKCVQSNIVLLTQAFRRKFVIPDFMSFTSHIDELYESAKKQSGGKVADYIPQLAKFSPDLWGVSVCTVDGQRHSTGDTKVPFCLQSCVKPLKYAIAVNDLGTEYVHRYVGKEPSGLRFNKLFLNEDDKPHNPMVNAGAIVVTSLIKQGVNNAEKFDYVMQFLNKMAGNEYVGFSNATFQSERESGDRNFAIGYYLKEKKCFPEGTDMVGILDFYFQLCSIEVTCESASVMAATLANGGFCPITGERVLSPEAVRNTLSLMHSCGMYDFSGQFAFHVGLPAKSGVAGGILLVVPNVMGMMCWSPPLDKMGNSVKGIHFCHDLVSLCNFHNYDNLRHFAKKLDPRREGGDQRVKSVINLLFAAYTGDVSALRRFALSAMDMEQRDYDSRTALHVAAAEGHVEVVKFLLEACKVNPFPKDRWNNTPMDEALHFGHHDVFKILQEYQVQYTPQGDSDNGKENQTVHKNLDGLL
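Compounds were pin-transferred onto hKGA, after which L-glutamine (1 mM solution) and a detection mix of glutamate oxidase, HRP and Amplex Red were added. Initial and 30 min RT fluorescence reads were collected.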
mIDH1 inhibitor: blocks human mutant IDH1 R132H enzyme. IDH1-R132H enzyme, NADPH consumption, diaphorase/resazurin fluorescence. Potency, µM (titrated, usually from 76.6 µM), without a hit: at the top dose activity change, negative = inhibition, most hits filed as inhibitors. 0.093% of 390,000 active. AID 602179; also: potency is read from the fitted curve at half-maximal effect; % is scaled to controls: 0 for no effect and ±100 for the full control effect; nearly all actives have a fitted effect of over 65% in size
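IDH1-R132H (0.5 ug/mL dispensed) in pH 7.5 Tris buffer was preincubated 30 min with compound, then given a substrate mix of 0.016 mM NADPH and 2 mM alpha-KG for 80 min at room temperature; remaining NADPH was read by diaphorase/resazurin fluorescence.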
PI4K2A block: blocks human PI4K2A kinase activity; Q9BTU6; purified PI4K2A, ADP-Glo luminescence, 1 h; hits give low values; activity change, negative = inhibition, % at 76.9 µM; 0.13% of 420,000 active; AID 1346378; in the data active = activity change below about -50%; inconclusive = mostly about -30% to -49%;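 also: -100% = wells without enzyme as full effect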
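In this quantitative HTS, ADP production by PI4K2A was quantified luminescently after 1 h at ambient temperature; 100 microM adenosine served as plate-quality control.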
Tb PGK inh: T. brucei PGK inhibition; P07378; PGK/GAPDH coupled, Kinase-Glo luminescence, 60 min; Potency, µM (highest dose often 57.5 µM), without a hit: at the highest dose activity change, negative = inhibition, actives largely listed as inhibitors; 0.043% of 380,000 active; also: potency is read from the fitted curve at half-maximal effect; % is scaled to controls: 0 for no effect and ±100 for the full control effect; nearly all actives have a fitted effect of over 60% in size
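Luminescent ATP detection (Kinase-Glo Plus) follows a 60-minute room-temperature incubation, with wells lacking PGK as controls. Buffer: 100 mM TEA (pH 7.6), 5 mM MgCl2, 0.01% Tween-20. Coupling enzyme GAPDH (100 nM final) supplies unstable 1,3-BPG in-well.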
TrxR1 inh: inhibitors of rat thioredoxin reductase 1; O89049; recombinant rTrxR1, NADPH fluorescence consumption, selenite substrate; Potency, µM (top dose mostly 114 µM), without a hit: top-dose activity change, negative = inhibition, usual class: inhibitors; 1% of 390,000 active; also: potency is read from the fitted curve at half-maximal effect; % is scaled to controls: 0 for no effect and ±100 for the full control effect; nearly all actives have a fitted effect of over 65% in size
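Rat TrxR1 (90 nM in the dispensed reagent) was pre-reduced with 400 uM NADPH for 5 min at room temperature, then incubated with compound for 15 min. After 400 uM selenite was added, NADPH fluorescence (Ex 340/Em 450 nm) was followed for 8 min.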
* marks the source's active call; other numbers are inactive results; i = inactive; ? = inconclusive; nt = not tested or not shown; [ ] = remark or other dose. Unless noted, calls follow the shape of the dose curve; as a rule, active = well fitted curve in the direction sought with a large enough effect; inconclusive = small, poorly fitted or top-dose-only effect, or another doubt; inactive = no such curve, though single readings can be large; an effect the other way counts as inactive or inconclusive. Not all compounds are listed; rates above refer to the full screens.

entry | TrxR1 substrate | Tb PGK inh | Pin1 inhibitor | PI4K2A block | mIDH1 inhibitor | USP1-UAF1 inh | GLS inh | HP1b binding inh | TrxR1 inh | Structure
1 | 1%[57.1 µM] | i | 0% | 3 | -1% | -3% | -8% | 6% | 8%[57.1 µM] | COc1cccc(CCc2nnc(CCC(=O)NCCc3cccc(C)n3)o2)c1
2 | 2%[57.1 µM] | 2% | 8% | 5 | 12% | -15% | 7% | 6% | -1%[57.1 µM] | Cc1cc(C(=O)NCc2nc(-c3ccccc3)no2)ccc1[N+](=O)[O-]
3 | 20% | 6% | -3% | 4 | 1% | 0% | 4% | 58% | 12% | CCOC(=O)CSc1ncnc2c1sc1nc(N3CCOCC3)c3c(c12)CCCC3
4 | -15%[57.1 µM] | -11% | -4% | -11 | 10% | ? | -23% | ? | 19%[57.1 µM] | CCN(CCN(C)C)C(=O)c1ccc2c(c1NCCO)C(=O)c1ccccc1C2=O
5 | 3% | 2% | 1% | -6 | 33% | -12% | 4% | 28% | 3% | COc1cccc(CNCCSc2nnnn2C)c1OCc1ccccc1F
6 | 0% | -12% | -4% | 24 | 16% | -7% | 5% | 58%[activator] | 3% | O=C(CCCCCCN1C(=O)c2ccccc2C1=O)Nc1nccs1
7 | -5% | -14% | -10% | -18 | 0% | ? | 13% | -17% | ? | CCN1CCN(C2=C(NS(=O)(=O)c3ccc(Br)cc3)C(=O)c3ccccc3C2=O)CC1
8 | -4% | -1% | -5% | 4 | 9% | -16% | -10% | 44%[activator] | 25% | CCOc1ccc(NC(=O)c2c(OC)cccc2OC)cc1
9 | -4%[57.1 µM] | 8% | ? | 0 | 10% | -17% | 4% | 13%[57 µM] | -8%[57.1 µM] | COCCN(Cc1ccc(C)c(Br)c1)S(=O)(=O)c1ccc2[nH]c(=O)ccc2c1
10 | 1% | 0% | 6% | -1 | -6% | -19% | -8% | 31% | 27% | Cc1cc(-c2nnc(SCC(=O)Nc3nc(-c4ccc(Cl)cc4)cs3)o2)no1
11 | 2% | i | -9% | -4 | 21% | -9% | 41%[activator] | -8% | 15% | COc1ccc(N2CCN(CC(O)COc3ccc(F)cc3)CC2)cc1 (centres undefined)
12 | -17%[57.1 µM] | -4% | -4% | 1 | 2% | -19% | -16% | 14% | 20%[57.1 µM] | COc1ccc(OC)c(N(CC(=O)Nc2cccc3ccccc23)S(C)(=O)=O)c1
13 | -11% | -6% | ? | 4 | 2% | -17% | 2% | 24% | -9% | CCOC(=O)c1ccc2c(c1)nc(SCc1cn3ccsc3n1)n2CC
14 | -9% | i | 0% | -5 | 8% | ? | 1% | 43%[activator] | -7% | COc1cc(CCCN2C(=S)NC[C@@H]2c2ccccc2)cc(OC)c1OC
15 | -5% | i | 0% | 2 | -23% | ? | 8% | 14% | -8% | Cc1nn(CCC(=O)NCc2cccc(Br)c2)c(=O)c2nn(-c3ccccc3)c(C)c12
16 | -1% | 8% | 17% | -1 | -11% | -11% | 1% | 34% | 4% | Cc1ccc(S(=O)(=O)N2CCN(Cc3cc4c(cc3Br)OCCO4)CC2)cc1
17 | 2% | 1% | 16% | -4 | -1% | -7% | 1% | 22% | 10% | CSc1ccc(CN(C)C(=O)CNC(=O)c2sc3ccccc3c2Cl)cc1
18 | -6% | -4% | 1% | 0 | 1% | -15% | -14% | 34% | -8% | Cc1ccc(CNC(=O)CN(C)S(=O)(=O)c2cnc[nH]2)cc1
19 | 2%[57.1 µM] | 8% | 1% | 0 | -10% | ? | -10% | 26%[57 µM] | 11%[57.1 µM] | Cc1ccc(NC(=O)CSc2n[nH]c(-c3ccc(F)cc3)n2)cc1F
20 | 4% | 3% | -2% | -1 | 8% | -15% | 9% | 25% | 19% | CC(CCc1ccccc1)NC(=O)CCN1N=C(c2ccccc2)CCC1=O (centres undefined)
21 | -8%[57.1 µM] | 3% | -1% | -2 | 12% | -7% | -17% | 38% | 11%[57.1 µM] | C/C(=C\C(=O)c1ccc(Br)cc1)Nc1ccc(Cl)cc1
22 | -3% | -2% | 1% | 3 | 0% | -14% | 8% | 12% | -8% | Cc1nnc2sc(-c3csc4c3CCCC4)nn12
23 | 547%[activator] | 2% | -1% | -1 | 1% | -15% | 3% | 23% | 20% | CC1(CC(=O)O)C(=O)N=C2C=CC=CN21 (centres undefined)
24 | 3% | i | -3% | 1 | 5% | -9% | ? | -8% | -15% | C=CCn1c(C(CCC(C)C)CC(C)(C)O)n[nH]c1=S (centres undefined)
25 | -4% | i | -8% | -5 | -4% | -5% | 0% | 7% | 3% | Cc1ccc(S(=O)(=O)N2CCN(C(=O)Cc3c(F)cccc3Cl)CC2)cc1

Overlap with the part before: 6 compounds; new compounds follow.
entry | TrxR1 substrate | Tb PGK inh | Pin1 inhibitor | PI4K2A block | mIDH1 inhibitor | USP1-UAF1 inh | GLS inh | HP1b binding inh | TrxR1 inh | Structure
20 | 4% | 3% | -2% | -1 | 8% | -15% | 9% | 25% | 19% | CC(CCc1ccccc1)NC(=O)CCN1N=C(c2ccccc2)CCC1=O (centres undefined)
21 | -8%[57.1 µM] | 3% | -1% | -2 | 12% | -7% | -17% | 38% | 11%[57.1 µM] | C/C(=C\C(=O)c1ccc(Br)cc1)Nc1ccc(Cl)cc1
22 | -3% | -2% | 1% | 3 | 0% | -14% | 8% | 12% | -8% | Cc1nnc2sc(-c3csc4c3CCCC4)nn12
23 | 547%[activator] | 2% | -1% | -1 | 1% | -15% | 3% | 23% | 20% | CC1(CC(=O)O)C(=O)N=C2C=CC=CN21 (centres undefined)
24 | 3% | i | -3% | 1 | 5% | -9% | ? | -8% | -15% | C=CCn1c(C(CCC(C)C)CC(C)(C)O)n[nH]c1=S (centres undefined)
25 | -4% | i | -8% | -5 | -4% | -5% | 0% | 7% | 3% | Cc1ccc(S(=O)(=O)N2CCN(C(=O)Cc3c(F)cccc3Cl)CC2)cc1
26 | -2%[57.1 µM] | i | 12% | -3 | -7% | -5% | -2% | 22%[57 µM] | 7%[57.1 µM] | Cc1c(C(=O)Nc2cc(F)ccc2F)sc2nc(-c3ccc(F)cc3)cn12
27 | -5% | -2% | -6% | 3 | 4% | -1% | 17% | -10% | 4% | COc1ccccc1N1CCN(CC(=O)NC(=O)NCc2ccco2)CC1
28 | 10% | -5% | 32%[activator] | 4 | 12% | -19% | -6% | 66%[activator] | 39%[activator] | COc1ccc2cc3c(N)nn(C(=O)Cc4ccc(Cl)cc4)c3nc2c1
29 | 5%[57.1 µM] | 0% | -1% | -11 | 11% | -2% | 2% | 17% | -6%[57.1 µM] | Cc1cc(OC(=O)c2ccccc2Cl)ccc1N1C(=O)CCC1=O
30 | -3% | -3% | ? | 2 | 6% | -17% | 21% | ? | 5% | CCc1ccc2nc(SCC(=O)N3CC(=O)Nc4ccccc43)c(C#N)cc2c1
31 | -3% | -2% | 4% | -7 | -6% | -4% | -10% | 30% | 7% | CCOC(=O)N1CCN(c2c(NCCN3CCN(Cc4ccccc4)CC3)c(=O)c2=O)CC1
32 | -1% | -4% | 25% | -4 | -4% | -24% | 1% | 38%[activator] | 0% | O=C(NCCc1cccc(Cl)c1)c1cccs1
33 | -18% | 9% | 26% | -3 | 4% | -22% | -22% | 34% | -13% | C/C(=N\NC(=O)c1ccc(N/N=C(\C)c2ccncc2)cc1)c1ccncc1
34 | -2% | i | -1% | -1 | -9% | -9% | 3% | 12% | 14% | COc1cc(NC(=O)Cn2cnc3sc(C)c(S(=O)(=O)N4CCC(C)CC4)c3c2=O)cc(OC)c1OC
35 | 7% | -2% | -1% | -1 | -2% | -20% | -11% | 5% | 16% | COc1ccc(-c2nc3ccccc3s2)cc1NC(=O)COc1ccc(C)cc1
36 | -1% | nt | -6% | nt | nt | nt | nt | 18% | -27% | CCCN1CNc2c(c(=O)[nH]c(=S)n2CCc2ccccn2)C1
37 | 13% | -8% | -14% | 3 | 0% | -2% | 1% | 13% | 26% | O=C(OCN1C(=O)c2ccccc2C1=O)c1cccs1
38 | -15% | i | 0% | -8 | 4% | -13% | -10% | 3% | -18% | O=C(c1ccc(N2CCN(S(=O)(=O)c3ccccc3)CC2)c([N+](=O)[O-])c1)N1CCOCC1
39 | -8% | -1% | 2% | -7 | 1% | -18% | 0% | 33% | -16% | COc1cccc(/C=N/Nc2nc3ccccc3n3cnnc23)c1
40 | 6% | 4% | 0% | 0 | 3% | -13% | -11% | 17% | 24% | O=C(CCCc1c[nH]c2ccccc12)Nc1ccc(S(=O)(=O)Nc2ncccn2)cc1
41 | 13%[57.1 µM] | -4% | 3% | 5 | 6% | -13% | 3% | 37% | 24%[11.4 µM] | CCOC(=O)C1(CCc2ccccc2)CCN(C(=O)c2cc(C)nc(C)n2)CC1

From no. 40 to 41, copied from above:
entry | TrxR1 substrate | Tb PGK inh | Pin1 inhibitor | PI4K2A block | mIDH1 inhibitor | USP1-UAF1 inh | GLS inh | HP1b binding inh | TrxR1 inh | Structure
40 | 6% | 4% | 0% | 0 | 3% | -13% | -11% | 17% | 24% | O=C(CCCc1c[nH]c2ccccc12)Nc1ccc(S(=O)(=O)Nc2ncccn2)cc1
41 | 13%[57.1 µM] | -4% | 3% | 5 | 6% | -13% | 3% | 37% | 24%[11.4 µM] | CCOC(=O)C1(CCc2ccccc2)CCN(C(=O)c2cc(C)nc(C)n2)CC1
